NSD2 HMT inh – NSD2 (human) methyltransferase inhibition; O96028; NSD2 peptide methylation, AlphaScreen, 120 min; inhibition, % at 12.5 µM; 310,000 compounds, 0.54% hits; AID 743445; in the data active means inhibition above about 50%
MITF act – MITF TRPM1 promoter activation in melanoma cells. SK-MEL-5 TRPM1-promoter luciferase, 24 h; % of positive control, neutral wells = 0. activation, % at 12.5 µM. 300,000 compounds, 0.75% hits. AID 588334;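 active means mean activation of at least 80% with every replicate also reaching 80%; inconclusive means mean reaches 80% but some replicate falls short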;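 further: 0% = neutral control wells and 100% = parthenolide positive control wells; values of inactives mirror those of a sister screen read the other way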
HTR5A ag – counter-screen for OPRM1-OPRD1 agonists: human HTR5A agonism | P47898 | HTR5A agonist assay, luminescence, cell-based | activation, % at 9.3 µM | 340,000 compounds, 0.61% hits | AID 504692; in the data active means activation mostly above about 9.5%, no sharp cut-off; inactive means mostly below about 7.6%;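 further: 0% = cells with vehicle only and 100% = reference agonist; strong numbers were not always called active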
Target sequence (P47898 whole entry, looked up): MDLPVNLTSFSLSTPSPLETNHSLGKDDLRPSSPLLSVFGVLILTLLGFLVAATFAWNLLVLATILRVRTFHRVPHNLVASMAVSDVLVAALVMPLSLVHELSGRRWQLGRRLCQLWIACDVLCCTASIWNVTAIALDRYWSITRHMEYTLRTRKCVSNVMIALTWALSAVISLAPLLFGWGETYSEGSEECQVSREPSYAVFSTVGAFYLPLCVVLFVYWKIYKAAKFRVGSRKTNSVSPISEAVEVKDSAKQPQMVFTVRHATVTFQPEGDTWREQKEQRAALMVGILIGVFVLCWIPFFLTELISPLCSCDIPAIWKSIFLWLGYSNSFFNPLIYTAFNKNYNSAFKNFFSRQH
V-ATPase pHluor – yeast V-ATPase proton transport regulation by pHLuorin; S. cerevisiae, pHLuorin cytosolic pH fluorescence; response, % at 10 µM; 350,000 compounds, 0.37% hits; AID 504577; in the data active means response mostly above about 7.3%, no sharp cut-off; inactive means mostly below about 5.4%; further: actives read high; inactives centre near 0; some compounds called inactive have numbers as strong as hits; reference of the scale not given here
Wnt bcat act – activates Wnt/beta-catenin signaling in a reporter cell assay | activator, plate reader | activation, % at 9.35 µM | 300,000 compounds, 1.2% hits | AID 743398; in the data active means activation above about 30%, passing the limit was not always enough; inconclusive means no clear call, values can overlap the other calls;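 further: 0% = neutral control wells and 100% = positive control wells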
SR-BI HDL uptake – mouse SR-BI HDL lipid transfer inhibition. Q61009. ldlA[mSR-BI] CHO cells, DiI-HDL uptake fluorescence, 3 h. inhibition, % at 12.5 µM. 320,000 compounds, 0.96% hits. AID 488896;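 active means mean replicate inhibition of at least 70% and a set share of replicates each scoring 70 or more; inconclusive means meets just one of the two criteria; inactive means fails both criteria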;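 further: 0% = median of neutral control wells and 100% = median of positive control wells; values of inactives mirror those of a sister screen read the other way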
Target sequence (Q61009 whole entry, looked up): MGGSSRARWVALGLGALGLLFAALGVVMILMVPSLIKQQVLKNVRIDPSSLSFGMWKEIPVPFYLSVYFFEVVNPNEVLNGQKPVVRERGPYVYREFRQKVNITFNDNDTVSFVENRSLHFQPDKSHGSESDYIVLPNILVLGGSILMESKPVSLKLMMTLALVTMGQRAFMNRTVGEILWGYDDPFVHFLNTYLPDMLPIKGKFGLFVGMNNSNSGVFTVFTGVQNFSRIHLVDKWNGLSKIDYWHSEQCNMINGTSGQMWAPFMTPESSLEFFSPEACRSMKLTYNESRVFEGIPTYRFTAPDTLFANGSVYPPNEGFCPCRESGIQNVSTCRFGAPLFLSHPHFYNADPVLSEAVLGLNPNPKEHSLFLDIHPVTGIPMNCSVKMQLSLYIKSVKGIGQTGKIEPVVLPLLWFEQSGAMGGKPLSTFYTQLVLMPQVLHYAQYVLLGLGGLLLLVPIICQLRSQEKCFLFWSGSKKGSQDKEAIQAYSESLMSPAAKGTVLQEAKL
CDK5 inh – blocks human CDK5/p35 kinase activity | inhibition, % at 10 µM | AID 488839 | Recombinant CDK5/p35, ADP-Glo luminescence, 60 min | 330,000 compounds, 0.01% hits;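 active means highest replicate inhibition of at least 50% and at least 75% of replicates reaching 50%; inconclusive means only one of the two criteria met; inactive means both criteria failed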;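 further: plate controls were DMSO neutral control for no effect and GW8510 at 10 µM for full effect; many of its hits are not listed in these tables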
HTR5A inv ag – counter-screen for OPRM1-OPRD1 inverse agonists: human HTR5A inverse agonism; 340,000 compounds, 0.083% hits; AID 504634; HTR5A cell line, luminescence; inhibition, % at 9.3 µM; P47898; in the data active means inhibition mostly above about 23%, no sharp cut-off; inactive means mostly below about 18%;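 further: 0% = cells with DMSO and 100% = no-cell wells with DMSO; some compounds called inactive have numbers as strong as hits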
dFosB act – activators of mouse delta FosB homodimer; P13346; purified delta FosB, TAMRA-CDK5 oligo fluorescence polarization; percent of positive-control signal above neutral wells; activation, % at 25 µM; 340,000 compounds, 0.99% hits; AID 493131;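 active means mean activation above about 17%, with every replicate also reaching it, limit read from the data, passing the limit was not always enough; inconclusive means only one of the two conditions met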;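 further: fluorescence polarization rise as delta FosB binds a TAMRA Cdk5 AP-1 oligo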
PvdQ inh – P. aeruginosa PvdQ acylase inhibition; purified PvdQ acylase, fluorescence plate reader; 340,000 compounds, 0.063% hits; AID 488965; inhibition, % at 10 µM; in the data active means inhibition above about 30%, passing the limit was not always enough; inconclusive means no clear call, values can overlap the other calls;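 further: 0% = vehicle neutral wells and 100% = reference inhibitor wells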
* marks the source's active call; other numbers are inactive results; ? = inconclusive; · = no result given.

SMILES	NSD2 HMT inh	MITF act	HTR5A ag	V-ATPase pHluor	Wnt bcat act	SR-BI HDL uptake	CDK5 inh	HTR5A inv ag	dFosB act	PvdQ inh
Nc1nncn1C(=O)c1c(Cl)cccc1Cl	-4	18	-4	-1	·	·	0.6	35	-17	-12
COC(=O)c1ccccc1NC(=O)c1cc(-c2ccco2)on1	2	-3	4	-3	0	-10	1.0	-13	2	4
CCOC(=O)c1ccccc1NC(=O)CSc1nnnn1C1CCCCC1	1	4	0	-3	·	-20	-4.6	-1	-3	-6
Cc1cc(F)ccc1NC(=O)C1CCN(S(=O)(=O)c2ccc3c(c2)CCCC(=O)N3)CC1	·	8	2	0	1	-15	0.7	-22	-9	-16
CCC(=O)Nc1ccc(NC(=O)CSc2nnc(-c3ccc(O)cc3)n2CC2CCCO2)cc1 (centres undefined)	-3	5	3	-1	-1	-3	0.4	-16	-1	14
Nc1ccc(S(=O)(=O)Nc2nccs2)cc1	·	-2	-2	-3	0	-5	-0.4	6	-5	-5
COc1cc2c(cc1OC)C(c1ccc(Br)cc1)NC(=O)C2 (centres undefined)	·	0	1	5	1	14	0.8	-3	-3	1
CCN(CC)CCCNC(=O)C(C)n1c2ccccc2c2nc(=O)cc(C)n21 (centres undefined)	3	0	-2	1	-1	-8	-0.4	7	-14	3
Cc1ccc(C)c(C(=O)CN2C(=O)C(=O)N(C3CCCC3)C2=O)c1	-1	5	9	-1	1	-13	0.6	-13	-5	-10
CCOC(=O)c1cccc(C2=CC(=O)C[C@H](c3ccc(Cl)cc3)C2)c1	·	25	2	1	-1	43	-0.9	7	-9	-6
O=C(O)C1CCN(S(=O)(=O)c2ccc(N3CCCC3C(=O)O)c([N+](=O)[O-])c2)CC1 (centres undefined)	0	-6	-3	-2	1	-5	-1.2	19	4	-21
CCC(=O)Nc1c2c(nn1-c1ccc(F)cc1)CS(=O)(=O)C2	-1	-7	1	2	4	-19	-0.8	-5	-7	-12
COc1ccc(C(=O)NCCCSC)cc1OC1CCN(C(C)C)CC1	11	10	2	-5	0	5	-0.7	2	-5	-11
CCOc1ccc(NC(=O)CSc2nnc(C)n2C2CC2)cc1S(=O)(=O)N1CCCC1	0	7	2	3	0	16	0.7	10	-9	-14
COc1ccccc1N1CCN(Cc2cccs2)CC1	·	1	-1	-3	·	-8	4.4	3	2	8
COCCNc1oc(COc2cccc(C)c2)nc1C#N	23	9	0	3	·	6	1.1	-13	-11	-6
O=C1C(=O)N(CCCN2CCOCC2)C(c2ccc([N+](=O)[O-])cc2)/C1=C(\O)c1ccc2c(c1)OCCO2 (centres undefined)	-13	3	-5	2	3	-15	0.7	20	-2	9
CCOC(=O)c1cc2n(c1/N=C/N(C)C)-c1ccccc1C2=O	0	-14	0	10	·	38	-2.1	5	-8	4
O=C(c1ccc(Cn2cnnn2)cc1)N1CCCC(Nc2ccc(F)c(F)c2)C1 (centres undefined)	8	9	-3	0	-1	-16	-1.6	11	-1	-12
Cc1ccccc1/C=C/c1nc2ccccc2c(=O)n1CCc1ccccc1	-2	7	4	1	-5	60	-0.1	-11	-12	21

A second format for 13 compounds above.
Every second line gives: NSD2 HMT inh, MITF act, HTR5A ag, V-ATPase pHluor, Wnt bcat act, SR-BI HDL uptake, CDK5 inh, HTR5A inv ag, dFosB act, PvdQ inh
- COC(=O)c1ccccc1NC(=O)c1cc(-c2ccco2)on1
→ 2, -3, 4, -3, 0, -10, 1.0, -13, 2, 4
- CCOC(=O)c1ccccc1NC(=O)CSc1nnnn1C1CCCCC1
→ 1, 4, 0, -3, ·, -20, -4.6, -1, -3, -6
- Cc1cc(F)ccc1NC(=O)C1CCN(S(=O)(=O)c2ccc3c(c2)CCCC(=O)N3)CC1
→ ·, 8, 2, 0, 1, -15, 0.7, -22, -9, -16
- CCC(=O)Nc1ccc(NC(=O)CSc2nnc(-c3ccc(O)cc3)n2CC2CCCO2)cc1 (centres undefined)
→ -3, 5, 3, -1, -1, -3, 0.4, -16, -1, 14
- Nc1ccc(S(=O)(=O)Nc2nccs2)cc1
→ ·, -2, -2, -3, 0, -5, -0.4, 6, -5, -5
- COc1cc2c(cc1OC)C(c1ccc(Br)cc1)NC(=O)C2 (centres undefined)
→ ·, 0, 1, 5, 1, 14, 0.8, -3, -3, 1
- CCN(CC)CCCNC(=O)C(C)n1c2ccccc2c2nc(=O)cc(C)n21 (centres undefined)
→ 3, 0, -2, 1, -1, -8, -0.4, 7, -14, 3
- Cc1ccc(C)c(C(=O)CN2C(=O)C(=O)N(C3CCCC3)C2=O)c1
→ -1, 5, 9, -1, 1, -13, 0.6, -13, -5, -10
- CCOC(=O)c1cccc(C2=CC(=O)C[C@H](c3ccc(Cl)cc3)C2)c1
→ ·, 25, 2, 1, -1, 43, -0.9, 7, -9, -6
- O=C(O)C1CCN(S(=O)(=O)c2ccc(N3CCCC3C(=O)O)c([N+](=O)[O-])c2)CC1 (centres undefined)
→ 0, -6, -3, -2, 1, -5, -1.2, 19, 4, -21
- CCC(=O)Nc1c2c(nn1-c1ccc(F)cc1)CS(=O)(=O)C2
→ -1, -7, 1, 2, 4, -19, -0.8, -5, -7, -12
- COc1ccc(C(=O)NCCCSC)cc1OC1CCN(C(C)C)CC1
→ 11, 10, 2, -5, 0, 5, -0.7, 2, -5, -11
- CCOc1ccc(NC(=O)CSc2nnc(C)n2C2CC2)cc1S(=O)(=O)N1CCCC1
→ 0, 7, 2, 3, 0, 16, 0.7, 10, -9, -14

Continued.
SMILES	NSD2 HMT inh	MITF act	HTR5A ag	V-ATPase pHluor	Wnt bcat act	SR-BI HDL uptake	CDK5 inh	HTR5A inv ag	dFosB act	PvdQ inh
O=C(Oc1ccc(Oc2ccccc2)cc1)N1CCC(O)CC1	-3	34	1	-2	14	-11	0.2	-2	-7	-7
CCCc1c(O)c2ccccc2[nH]c1=O	-1	5	3	-4	-1	-10	1.9	-8	2	-16
CCSC1=C(C#N)C2(CCCC2)C(C#N)=C(N)N1	-1	-3	-3	-3	·	31	-1.9	8	-17	0
COc1ccc(-c2nc3c(c(=O)[nH]c(=O)n3Cc3ccccc3)n2CCO)cc1	20	-2	5	0	0	-14	-1.5	5	6	-4
COc1ccccc1-c1cc(C(=O)O)c2c(=O)n(C)c(=O)n(Cc3ccccc3)c2n1	-2	1	10	-2	-1	-7	1.9	-26	-3	-12
CC(N=Cc1c(O)c2ccccc2oc1=O)C(=O)O (centres undefined)	1	-15	2	-3	0	·	-3.6	-6	-13	-7
CC(C)c1ccc(NCCC(=O)c2ccc(Br)cc2)cc1	5	-8	3	1	·	-10	0.8	-7	1	-6
O=c1c2c(nc3c(-c4cccc5ccccc45)c[nH]n13)CCC2	-2	7	4	-5	·	-11	0.5	-8	-1	-1
Cc1ccc(/C=C2\C(=O)NC(=O)N2C)o1	0	-20	0	4	3	0	1.3	13	-2	7
CCOC(=O)C1CC(=O)c2ccccc2C1c1ccccc1 (centres undefined)	·	8	-1	-1	-2	9	0.5	4	5	-2
CN(C(=O)CSc1nc(N)c2c3c(sc2n1)CSC(C)(C)C3)c1ccccc1	-1	-4	-1	9.8*	-6	65	0.1	10	-16	-6
CC(=O)N1CCOc2cc(S(=O)(=O)NC(C)c3ccccc3)c(Cl)cc21 (centres undefined)	·	·	-2	-1	-1	-7	1.7	6	-10	16
Cc1onc(-c2ccccc2Cl)c1C(=O)Nc1ccc(OCC(=O)N2CCOCC2)cc1	1	-4	0	-1	·	-12	11	0	-1	7
CCOCCCNC(=O)c1c[nH]c2ccc(S(=O)(=O)Nc3cccc(OC)c3)cc2c1=O	0	0	-1	-4	-5	-13	-3.2	-9	-21	-9
OCCCc1nc2ccccc2n1CCCCOc1ccccc1	-1	4	4	-1	3	-3	-0.9	-16	1	-18
NC(=O)c1ccc(NC(=O)CCCN2C(=O)NC3(CCCC3)C2=O)cc1	-1	4	10	1	15	0	0.3	-24	1	-9
C=CCNc1ncnc2c1cnn2-c1ccc(C)cc1C	·	-2	7	1	0	-3	0.3	-19	-10	-11
Cc1ccc(NS(=O)(=O)c2ccc(C(=O)NCc3cccnc3)cc2)cc1	-1	-15	2	2	-3	-9	1.8	27	-9	-6
CCOc1ncc(S(=O)(=O)N2CCN(CC)CC2)cc1C(=O)O	0	5	-3	0	1	9	0.1	-14	0	-9
CN(Cc1ccc(Cl)cc1)C(=O)c1cc(S(=O)(=O)N2CCOCC2)ccc1N1CCCC1	0	6	4	-3	0	-7	-1.1	9	0	10
O=C(N/N=C/c1ccccn1)C(O)c1ccccc1 (centres undefined)	-10	-1	4	2	-1	2	-0.4	-42	5	-12
Cc1cccn2c(=O)c(C=C(C#N)C#N)c(N3CCN(c4cccc(Cl)c4)CC3)nc12	0	-14	4	-3	0	21	0.6	-16	-12	5
CC1CCCN(C(=O)COC(=O)C2CCN(S(=O)(=O)c3ccc(Cl)c(C(F)(F)F)c3)CC2)C1 (centres undefined)	2	6	1	-4	2	-6	0.6	-3	0	-1
COc1cc2cc(-c3ccc(O)cc3O)nc(C)c2cc1OC	-1	11	1	1	7	47	0.0	-5	-28	3
O=c1c2[nH]c3ccccc3c2ncn1Cc1cccnc1	-6	1	3	1	-3	11	0.6	0	-2	-15
CCOC(=O)[C@@H]1[C@H]2COc3cc(OC)ccc3[C@H]2N2C(=O)N(c3ccc(OC)cc3)C(=O)[C@]12C	·	5	-3	2	0	0	-2.0	-11	-7	-3
CC(c1ccncn1)N(C)C(=O)c1ccc2oc(Cc3ccccc3)nc2c1 (centres undefined)	0	11	0	-2	9	-13	-0.6	-5	4	0
CCOC(=O)Cc1cc(-c2ccc(OC)cc2)nc2ccc3ccccc3c12	0	-6	0	-2	·	49	0.5	-1	-1	-10
Cc1ccc(S(=O)(=O)/C(C#N)=C/c2c(N3CCOCC3)nc3ccccn3c2=O)cc1	1	·	3	-3	-4	-15	0.5	13	3	14
COC(=O)CCC(=O)COc1ccccc1C#N	1	16	1	0	·	-8	-0.8	-12	-4	-4
NC(=S)n1[nH]c(-c2ccc([N+](=O)[O-])cc2)c(N=Nc2cccc(Cl)c2)c1=O	10	-30	2	6	-4	?	3.1	-4	-16	14
CCOC(=O)CSc1nc(C)c(C(C)=O)cc1C#N	-1	·	-1	4	19	-8	0.1	-38	-8	-14
CCOC(=O)C(Cc1ccccc1)NC(=O)CCCC(=O)c1ccccc1 (centres undefined)	-8	·	8	8	0	-5	0.6	-30	-1	-14
Cc1[nH]c2ccccc2c1/C=N/NC(=O)CNC(=O)COc1ccccc1	12	-4	-18	-3	-2	15	0.4	-20	-5	3
NS(=O)(=O)c1ccc(Cl)c(S(N)(=O)=O)c1	-2	3	4	8	1	-6	-1.6	-13	-1	-2
Cc1cc(C)c2cc(C(=O)N(C)C3CCN(C)CC3)[nH]c2c1	2	·	2	-2	-1	-2	0.1	-29	0	-14
Cc1cccc(NC(=O)Cn2nnc3ccccc32)c1	1	55	0	2	8	-6	0.7	5	-4	-7
COc1ccc(Cl)cc1C(=O)NNC(=O)c1cccc(S(=O)(=O)N(C)C)c1	0	-6	3	1	-5	4	0.0	-16	-3	-3
O=C1CCC(c2ccccc2)=NN1Cc1c(F)cccc1Cl	-2	-2	0	1	-2	22	-1.3	-1	-3	1

Screens (PubChem BioAssay)
